Source: PubChem
NSD2 HMT inh = inhibitors of human histone methyltransferase NSD2. NSD2 peptide methylation, AlphaScreen, 120 min. AID 743445. 310,000 tested, 0.54% active. inhibition, % at 12.5 µM; in the data active = inhibition above about 50%
CAL PDZ FP-1 = blocks peptide binding to human CAL PDZ domain; Q9HD26; purified CAL PDZ, TMR-peptide fluorescence polarization, 1 h; inhibition, % at 20 µM; 330,000 tested, 0.02% active; AID 504414;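 active = highest replicate inhibition of at least 40%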;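 also: plate controls were DMSO neutral control wells for no effect and unlabeled competitor peptide control wells for full effect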
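Material – purified CerCALP PDZ construct · Detection – FP readout, S and P plane fluorescence · Measure – percent inhibition from loss of millipolarization · Controls – unlabelled peptide for full inhibition, DMSO wells as neutral · Probe or stimulus – TMR-labelled reporter peptide T*-PRC34 bound in PDZ groove · Times – 1 h at RT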
DAGLB inh = blocks human DAGLB lipase activity; Q8NCG7; HEK293T DAGLB membrane lysate, EnzChek fluorogenic substrate; inhibition, % at 5.17 µM; 340,000 tested, 0.059% active; AID 504411; in the data active = inhibition above about 34%;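 also: 0% = enzyme with vehicle and 100% = wells lacking enzyme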
CAL PDZ FP-2 = inhibitors of human CAL PDZ peptide binding | Q9HD26 | purified CAL PDZ, TMR-peptide fluorescence polarization, 1 h | inhibition, % at 24.9 µM | 300,000 tested, 0.92% active | AID 602252;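 active = mean inhibition of at least 30% with at least half of replicates also reaching 30%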;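 also: 0% = DMSO neutral control and 100% = excess unlabeled competitor peptide PRC23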
DSG3 Ab inh = blocks pemphigus antibody binding to human desmoglein-3; P32926; DSG3-coupled beads, scFv-anti-DSG3-GFP binding, flow cytometry; stronger effect = lower value; binding (percent of control), % at 10 µM; 310,000 tested, 0.48% active; AID 588358;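 active = binding more than 3 SD below its plate's average and above zero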;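 also: hits lower antibody fragment binding to DSG3; some compounds called inactive have numbers as strong as hits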
Arr AP2 block = human beta-arrestin and AP2 interaction inhibition | FITC-arrestin peptide / GST-AP2 beads, flow cytometry; AP2 beta2 appendage carries R879A mutation | inhibition, % at 10 µM | 340,000 tested, 0.31% active;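 active = inhibition above a set limit, near 3 SD of compounds lacking own fluorescence, cut at about 54% in these data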;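 also: plate controls were DMSO wells for no effect and 5 µM unlabelled arrestin peptide for full effect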
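Material – GST-tagged AP2 beta2-adaptin appendage (R879A) on 4 µm glutathione beads · Probe or stimulus – fluorescein-tagged arrestin peptide at 50 nM final · Timing – 12 min plus 1 h, RT · Detection – bead flow cytometry, FITC channel · Read-out basis – inhibition as reduced fluorescein signal on beads, percent · Medium – PBS plus Tween 20 (0.05%) and BSA (0.1%)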
RTF Ca sens inh = cardiac RTF calcium desensitization | P19429+P45379 | IANBD-labeled cardiac RTF, Ca2+ fluorescence | inhibition, % at 7.15 µM | 340,000 tested, 0.12% active | AID 493244;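 active = inhibition above the mean inhibition of all tested compounds plus 3 SD, cut at about 17% in these data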;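 also: assay run at fixed EC70 calcium of 1.6 mM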
V-ATPase pH = regulators of yeast V-ATPase proton transport; S. cerevisiae, pHLuorin cytosolic pH fluorescence; response, % at 10 µM; AID 504577; 350,000 tested, 0.37% active; in the data active = response mostly above about 7.3%, no sharp cut-off; inactive = mostly below about 5.4%; also: actives read high; inactives centre near 0; some compounds called inactive have numbers as strong as hits
C-LANA FP = KSHV C-LANA DNA binding inhibition; MBP-C-LANA/FAM-LBS DNA binding, fluorescence polarization; inhibition, % at 9 µM; 340,000 tested, 0.078% active;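 active = highest replicate inhibition at or above 60% at 9 µM, even if other replicates fall short; inactive = all replicates below 60% inhibition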;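 also: 0% = neutral control wells and 100% = 4 µM acridine orange control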
Keap1-Nrf2 PPI = inhibitors of human Keap1-Nrf2 protein-protein interaction; Keap1 Kelch-Nrf2 peptide fluorescence polarization, 1536-well; inhibition, % at 9.4 µM; 340,000 tested, 0.15% active; in the data active = inhibition above about 12%;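 also: human Keap1 Kelch domain with fluorescein labeled Nrf2 9mer peptide probe; 0% = neutral control wells and 100% = peptide positive control; higher means more block of Keap1 binding to Nrf2 peptide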
Target sequence (Q14145 whole entry, looked up, the tested form may be a part): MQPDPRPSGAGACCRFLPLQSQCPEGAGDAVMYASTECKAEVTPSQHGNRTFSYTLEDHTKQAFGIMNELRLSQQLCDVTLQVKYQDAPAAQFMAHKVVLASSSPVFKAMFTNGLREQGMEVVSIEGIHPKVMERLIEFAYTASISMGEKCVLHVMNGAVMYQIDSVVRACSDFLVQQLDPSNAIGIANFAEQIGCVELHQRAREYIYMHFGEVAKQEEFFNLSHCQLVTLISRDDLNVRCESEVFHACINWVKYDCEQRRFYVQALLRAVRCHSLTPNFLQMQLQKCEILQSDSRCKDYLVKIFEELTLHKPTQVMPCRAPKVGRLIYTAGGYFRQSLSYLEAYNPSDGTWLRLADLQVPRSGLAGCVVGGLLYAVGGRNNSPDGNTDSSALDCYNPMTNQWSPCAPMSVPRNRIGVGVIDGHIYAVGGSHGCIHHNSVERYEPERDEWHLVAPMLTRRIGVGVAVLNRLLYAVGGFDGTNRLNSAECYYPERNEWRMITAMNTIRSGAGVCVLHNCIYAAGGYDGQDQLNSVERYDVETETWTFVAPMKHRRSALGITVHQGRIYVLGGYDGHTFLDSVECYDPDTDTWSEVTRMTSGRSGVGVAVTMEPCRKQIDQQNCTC
* marks the source's active call; other numbers are inactive results; nt = not tested or not shown. The list is partial. The share of hits here may be higher or lower than overall.

Value order – NSD2 HMT inh | CAL PDZ FP-1 | DAGLB inh | CAL PDZ FP-2 | DSG3 Ab inh | Arr AP2 block | RTF Ca sens inh | V-ATPase pH | C-LANA FP | Keap1-Nrf2 PPI
CC(C)Cc1cc(C(C)(C)C)ccc1OC(=S)N(C)C
  nt | -1.2 | -8 | -5 | 108 | -1 | -1 | 6 | -4.0 | -3
CC(C)(C)N(Cc1cc2ccccc2[nH]c1=O)C(=O)C1CCCCC1
  -1 | -0.3 | 0 | -5 | 106 | 6 | 0 | 3 | 0.1 | -1
CN(C)/N=C/C=C1\CCC/C(=C/c2cccs2)C1=O
  22 | -6.5 | 6 | 17 | 104 | 31 | -12 | 5 | -1.7 | -1
Cc1ccc(NC(=O)C(C)N2C(=O)C3CC=C(Cl)CC3C2=O)cc1 (stereo not given)
  0 | 0.3 | 3 | 0 | 98 | 0 | -6 | -3 | 0.5 | 0
CCc1cccc(OCC(=O)Nc2ccc(S(=O)(=O)Nc3ccccn3)cc2)c1
  -3 | -1.1 | -2 | 4 | 106 | 3 | -3 | 1 | 2.0 | 1
COC(CN(C(=O)CCl)C(C(=O)NC1CCCCC1)c1ccccc1C)OC (stereo not given)
  4 | -0.4 | 2 | 4 | 100 | -3 | -1 | 8 | 0.2 | -5
C[C@H](NC(=O)OCc1ccccc1)c1nnc([C@H](C)NC(=O)OCc2ccccc2)o1
  nt | -0.1 | 1 | 1 | 109 | 2 | -7 | 1 | -1.0 | -8
Cc1ccc2c(c1)C(C)CC(C)(C)N2C(=O)CN1CCN(C)CC1 (stereo not given)
  -39 | -2.3 | -1 | -1 | 97 | 11 | 3 | -6 | -0.4 | 1
Cc1nc2cc(NC(=O)COc3ccccc3C#N)ccc2n1-c1ccccc1
  2 | nt | -2 | -5 | 114 | 21 | -18 | -1 | -1.8 | -6
COC(=O)c1ccc(NC(=O)CSc2nncc3ccc(OC)c(OC)c23)cc1
  -1 | 1.3 | -1 | 1 | 96 | -10 | -4 | 3 | 1.9 | -4
CSc1nnc(-c2ccc(F)cc2)o1
  9 | 0.5 | 4 | -7 | 100 | -11 | -23 | 0 | -0.1 | -3
CCCCCCn1c(N(CC)CC)nc2c1c(=O)[nH]c(=O)n2C
  5 | -0.4 | 2 | 1 | 102 | -1 | -15 | -1 | -0.4 | 0
Cc1noc(C)c1C(=O)Nc1nnc(-c2ccccc2)s1
  1 | -0.1 | -8 | -4 | 103 | 38 | -41 | -2 | -0.2 | -4
CC(O)c1cccc(NC(=O)C2CCCCC2)c1 (stereo not given)
  -8 | 0.3 | 4 | nt | 102 | 10 | 1 | -3 | -0.3 | 6
Cc1nn(-c2ccccc2)c(C)c1/C=C/C(=O)OCC(=O)Nc1ncc(C(F)(F)F)cc1Cl
  1 | -0.1 | 1 | -1 | 97 | 1 | -10 | -75 | 3.3 | -4
O=C(COC(=O)CCc1ccccc1)NCc1ccc2c(c1)OCO2
  -1 | 0.3 | -3 | -9 | 94 | -11 | 1 | 3 | 0.7 | 0
N#Cc1c(Nc2ccccc2)[n+]([O-])c2ccc(Cl)cc2[n+]1[O-]
  1 | -1.3 | 15 | -7 | nt | 17 | -13 | 29 | -2.2 | -4
CCC(CO)NCC#Cc1ccccc1 (stereo not given)
  13 | -3.6 | 1 | -1 | 99 | -20 | -11 | -3 | 2.5 | -4
CC(C)Cn1c(O)c(/C=C2\C=NN=C2c2ccccc2)sc1=S
  4 | -1.0 | -8 | 0 | 109 | -3 | -1 | 4 | -0.2 | -3
O=C(NN1CCOCC1)c1cc(-c2ccc(Br)s2)nc2ccccc12
  -2 | -0.6 | 0 | 3 | 105 | 0 | -7 | 1 | 0.1 | -5
CCc1ccc2[nH]c(C(=O)Nc3ccc(Br)c(C)n3)cc2c1
  2 | -2.0 | -4 | -1 | 102 | 12 | -2 | -3 | 1.9 | -3
CCC1(C)CC(=O)N(c2ccc(C(=O)O)c(O)c2)C1=O (stereo not given)
  2 | -0.9 | -2 | -5 | 103 | -4 | -2 | 0 | 0.0 | -1
C/C(=N/NC(=O)CSCc1ccc(Cl)cc1)c1cccc(NC(=O)c2ccccc2)c1
  -2 | -1.1 | -3 | -2 | 78 | 4 | 0 | -3 | 0.1 | 0
Cc1ccc(C(=O)OCC(=O)Nc2ccc(S(N)(=O)=O)cc2)c(O)c1
  1 | -0.4 | 0 | -6 | 93 | -6 | 3 | 2 | -2.5 | -2
Cc1cc(Br)c2c(c1)/C(=C/C(=O)c1cccs1)C(=O)N2
  -14 | -0.3 | 3 | 6 | 102 | -14 | -8 | 3 | 0.5 | -17
COC(=O)c1c(N2C(=O)[C@H]3[C@@H](C2=O)[C@]2(C(=O)Nc4c2ccc(C)c4C)N2CCC[C@@H]32)sc(C)c1C
  5 | -0.7 | -1 | 1 | 101 | -7 | -11 | 4 | -2.8 | -4
O=c1c2sccc2n(Cc2ccc(F)cc2)c(=O)n1-c1ccc(F)cc1
  -2 | 0.4 | -1 | -1 | 95 | -1 | -4 | -2 | -1.4 | -6
FC(F)(F)c1ccccc1NC(=S)N1CCN(c2ccccn2)CC1
  -3 | -0.4 | -3 | nt | 98 | 4 | -16 | 2 | -0.1 | -5
O=C(NCCCN1CCCC1=O)c1csc2ccccc12
  -1 | 0.2 | -1 | -4 | 103 | 8 | 0 | 1 | -1.4 | -1
CCOC(=O)c1cccc(P(=O)(C(C)(C)C)C(C)(C)C)c1
  -1 | -2.1 | -2 | -2 | 97 | 2 | 2 | -2 | 1.3 | -3
Nc1ccc2c(O)cc(S(=O)(=O)O)cc2c1
  80* | -1.7 | -4 | -15 | 108 | 2 | -63 | -1 | 51 | 0
O=C1C2C3C=CC(C4CC34)C2C(=O)N1c1cccc2ccccc12 (stereo not given)
  1 | -0.9 | -1 | -3 | 100 | -1 | -5 | 0 | -0.7 | -7
Cc1cc(N2CCN(C)CC2)nc(=S)[nH]1
  -5 | -1.7 | -1 | -3 | 106 | 8 | -6 | -2 | -0.5 | -6
CCCn1c(N)c(N(CCOC)C(=O)CSCC(=O)Nc2cccc(C)c2)c(=O)[nH]c1=O
  -1 | -2.6 | -2 | -3 | 100 | -5 | -12 | -3 | -0.3 | 0
CC(=O)Nc1ccc(S(=O)(=O)N2CCC(NC(=O)C(Cc3cccc(F)c3)NC(C)=O)CC2)cc1 (stereo not given)
  -2 | -1.4 | -2 | -1 | 108 | 1 | -17 | -5 | 1.9 | -6
CN(C(=O)c1cccc(NC(=O)Cc2ccc(NC(=O)C3CCN(S(=O)(=O)c4cccc([N+](=O)[O-])c4)CC3)cc2)c1)C1CCCCC1
  nt | -0.3 | -1 | 0 | 99 | -5 | 3 | 2 | -3.1 | -4
O=C(NNC(=S)Nc1ccccc1)c1ccco1
  119* | -1.9 | 0 | -3 | 100 | 4 | -5 | nt | 4.9 | -2
Cc1cc(CNC(=O)COc2ccccc2)c2ccccc2n1
  1 | 0.1 | 2 | 5 | nt | 23 | 0 | 1 | 1.5 | -5
CN(C(=O)COC(=O)c1cc(S(=O)(=O)N2CCCCC2)ccc1Cl)c1ccccc1
  -3 | -3.4 | -4 | -2 | nt | 10 | -13 | 3 | -2.3 | -4
O=C(N/N=C/c1ccc2c(c1)OCO2)c1ccc2c(c1)OCO2
  1 | -0.7 | -2 | -2 | 97 | -7 | -2 | 4 | -3.0 | -1
CS(=O)(=O)c1ccccc1COC(=O)Nc1ccc(Cl)cc1
  -5 | -1.6 | -2 | -8 | 99 | -2 | -6 | 6 | -2.0 | 4
O=C(NCCCNC1CCCCC1)c1ccc(/C=N/O)nc1
  -2 | 0.8 | 2 | -4 | 95 | -4 | -17 | 0 | 0.4 | -6
O=[N+]([O-])/C=C1\CCCCCN1
  -3 | -0.4 | 3 | nt | 107 | -13 | 4 | 3 | 0.4 | -6
COc1ccc(NC(=O)NCc2cccn2C)c(OC)c1
  -1 | 0.0 | 3 | 2 | 99 | 10 | -7 | 0 | 0.4 | -4
O=C1OCc2cccc3cccc1c23
  3 | nt | 1 | -2 | 99 | 8 | -2 | -5 | -2.3 | -7

Reformatted field by field: two of the compounds above.
O=C(N/N=C/c1ccc2c(c1)OCO2)c1ccc2c(c1)OCO2
  NSD2 HMT inh: 1	CAL PDZ FP-1: -0.7	DAGLB inh: -2	CAL PDZ FP-2: -2	DSG3 Ab inh: 97	Arr AP2 block: -7	RTF Ca sens inh: -2	V-ATPase pH: 4	C-LANA FP: -3.0	Keap1-Nrf2 PPI: -1
CS(=O)(=O)c1ccccc1COC(=O)Nc1ccc(Cl)cc1
  NSD2 HMT inh: -5	CAL PDZ FP-1: -1.6	DAGLB inh: -2	CAL PDZ FP-2: -8	DSG3 Ab inh: 99	Arr AP2 block: -2	RTF Ca sens inh: -6	V-ATPase pH: 6	C-LANA FP: -2.0	Keap1-Nrf2 PPI: 4

Remaining list, next part:
Value order – NSD2 HMT inh | CAL PDZ FP-1 | DAGLB inh | CAL PDZ FP-2 | DSG3 Ab inh | Arr AP2 block | RTF Ca sens inh | V-ATPase pH | C-LANA FP | Keap1-Nrf2 PPI
O=C(CNC(=O)c1n[nH]c2ccccc12)Nc1cc(Cl)ccc1Cl
  0 | -0.8 | -5 | 0 | 96 | -1 | -8 | -1 | -1.8 | -3
CCN1C(=O)C(CC(=O)NCc2ccc(Cl)cc2)N(CC)C1=O (stereo not given)
  -1 | -0.3 | -1 | 0 | 96 | 34 | 1 | 2 | 0.6 | -1
CCCCc1nnc(SCc2ccc(OCC)cc2)n1N
  -2 | -0.3 | 0 | -2 | 96 | 23 | 3 | 6 | -0.4 | 2
CCOc1ccccc1CN1CCN(Cc2ccc3cccc(OC)c3n2)CC1CCO (stereo not given)
  1 | -0.5 | -2 | -2 | 117 | 5 | 1 | -1 | -0.6 | -4
Cc1ccc(-n2c(=O)[nH]c3cc(C(=O)NC4CCN(Cc5ccccc5)CC4)ccc3c2=O)cc1
  -2 | -0.5 | 0 | 38* | nt | -6 | 2 | -1 | -1.0 | 5
COc1ccc(S(=O)(=O)N2Cc3ccccc3CC2C(=O)N2CCOCC2)cc1 (stereo not given)
  -7 | 0.6 | 4 | -4 | 101 | -4 | -5 | 1 | 0.2 | -4
COC(=O)c1ccc(NS(=O)(=O)c2ccccc2)o1
  -1 | 0.1 | 0 | 4 | 101 | -9 | -6 | 1 | 2.9 | 1
CC(C)C(=O)OC1CCS(=O)(=O)c2sccc21 (stereo not given)
  -2 | -0.4 | -3 | nt | 101 | -3 | -4 | 1 | -0.6 | -6
COc1cc([N+](=O)[O-])ccc1N/C=C/C(=O)c1cccs1
  -1 | 2.2 | -4 | nt | 96 | 1 | -493 | -4 | -10 | 1
COc1ccc(Nc2oc(COc3ccccc3OC)nc2C#N)cc1
  51* | -0.5 | -5 | -2 | 99 | -1 | -1 | 0 | -1.5 | -4
CCOc1ccc(C(=O)NC2CC(C)(C)NC(C)(C)C2)cc1
  -2 | -0.8 | 0 | -3 | 90 | 1 | -10 | -1 | 0.3 | -4
